# Screening results as filed in PubChem.
# SNCA viab count: cell viability loss counter-screen | 150,000 tested, 0.12% active | Potency, µM (titrated, usually from 57.1 µM), for the others: at the highest dose activity change, negative = cytotoxicity, usual class: cytotoxic | HEK-293-SNCA-luc viability, GF-AFC fluorescence, 24 h | AID 1671193;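 also: potency is read from the fitted curve at half-maximal effect; 0% = DMSO-treated cells and -100% = medium-only wells without cells; nearly all actives have a fitted effect of over 30% in size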
#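 Cytotoxicity counterscreen: after 24 h compound treatment of genome-edited SNCA-luciferase HEK-293 cells, live-cell protease substrate GF-AFC read by fluorescence after 30 min; activity scaled between DMSO (0%) and medium-only (-100%), curves Hill-fitted.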
# SNCA expr inh: SNCA gene expression inhibition; HEK-293 SNCA-luciferase knock-in, luminescence, 24 h; Potency, µM (top dose mostly 57.2 µM), inactives show at the highest dose activity change, negative = inhibition, hits mostly inhibitors; 140,000 tested, 0.17% active;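 also: potency is read from the fitted curve at half-maximal effect; plate controls were DMSO cells for no effect and cell-free wells for full effect; nearly all actives have a fitted effect of over 45% in size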
# NIH3T3 tox: NIH 3T3 cell cytotoxicity. Potency, µM (series often up to 96.7 µM), without a hit: top-dose activity change, negative = cytotoxicity, most hits filed as inhibitors. 94,000 tested, 4.3% active. NIH 3T3 viability, CellTiter-Glo ATP luminescence, 48-72 h; also: potency is read from the fitted curve at half-maximal effect; nearly all actives have a fitted effect of over 55% in size
#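 ATP-dependent luminescence (CellTiter-Glo) served as the viability signal for NIH 3T3 cells treated with compound for 48 or 72 hr at 37 °C.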
# GPT2 inhibitor: blocks human glutamate pyruvate transaminase 2 | Recombinant GPT2, coupled pyruvate oxidase/HRP Amplex Red fluorescence | Potency, µM (titrated, usually from 57.7 µM), for the others: at the top dose activity change, negative = inhibition, hits mostly inhibitors | Q8TD30 | 100,000 tested, 0.25% active | AID 1671188; also: potency is read from the fitted curve at half-maximal effect; nearly all actives have a fitted effect of over 60% in size; many of its hits are not listed in these tables
# Target sequence (Q8TD30 whole entry, looked up): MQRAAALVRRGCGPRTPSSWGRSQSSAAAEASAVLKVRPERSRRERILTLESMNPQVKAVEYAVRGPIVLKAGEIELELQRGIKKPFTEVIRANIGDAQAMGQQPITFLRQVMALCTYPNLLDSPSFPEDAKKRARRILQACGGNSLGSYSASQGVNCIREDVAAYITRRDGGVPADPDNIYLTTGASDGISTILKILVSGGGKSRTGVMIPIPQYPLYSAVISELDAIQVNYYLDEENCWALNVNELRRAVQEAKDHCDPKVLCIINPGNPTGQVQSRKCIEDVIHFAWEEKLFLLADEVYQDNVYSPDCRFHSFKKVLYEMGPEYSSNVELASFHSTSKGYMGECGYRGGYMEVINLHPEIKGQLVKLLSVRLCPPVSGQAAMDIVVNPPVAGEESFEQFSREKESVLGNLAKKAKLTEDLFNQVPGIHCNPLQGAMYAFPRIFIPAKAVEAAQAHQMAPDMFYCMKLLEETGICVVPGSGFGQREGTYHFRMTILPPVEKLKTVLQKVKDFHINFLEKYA
#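 Recombinant GPT2 (10ng/uL) with 250uM a-KG and 2mM L-alanine, 30 min at room temperature, in HEPES pH 7.5 buffer. Pyruvate detected by pyruvate oxidase/HRP/Amplex Red fluorescence after 30 min in the dark; AOA (50uM) as positive control.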
# FLuc inh: blocks purified firefly luciferase enzyme activity | P08659 | purified P. pyralis luciferase, luminescence, biochemical | Potency, µM (titrated, usually from 115 µM), without a hit: top-dose activity change, negative = inhibition, usual class: inhibitors | 76,000 tested, 2.5% active | AID 1347043; also: potency is read from the fitted curve at half-maximal effect; nearly all actives have a fitted effect of over 65% in size
#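 FLuc 10nM, D-luciferin 10uM, ATP 10uM, Mg acetate 10mM, Tris acetate pH 7.5, Tween/BSA; cpd qHTS; enzyme added last; CCD luminescence.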
# HEK293 tox: cytotoxic compounds in HEK 293 cells. HEK 293 viability, ATP luminescence (CellTiter-Glo), 48-72 h. Potency, µM (top dose mostly 115 µM), for inactives: top-dose activity change, negative = cytotoxicity, most hits filed as inhibitors. 94,000 tested, 6.6% active; also: potency is read from the fitted curve at half-maximal effect; nearly all actives have a fitted effect of over 60% in size
#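 Pintool-delivered compounds were incubated with HEK 293 cells (250 cells/well) at 37 degree Celsius for 48 or 72 hr. ATP-dependent luminescence (CellTiter-Glo) then reported remaining viable cells.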
# IP6K1 inhibitor: blocks human inositol hexakisphosphate kinase 1. activity change, % (series mostly up to about 58 µM). AID 1645851. 140,000 tested, 0.81% active. Q92551. IP6K1 kinase, ADP-Glo luminescence, 2 h; stronger effect = lower value; in the data active = activity change below about -25%
# Target sequence (Q92551 whole entry, looked up): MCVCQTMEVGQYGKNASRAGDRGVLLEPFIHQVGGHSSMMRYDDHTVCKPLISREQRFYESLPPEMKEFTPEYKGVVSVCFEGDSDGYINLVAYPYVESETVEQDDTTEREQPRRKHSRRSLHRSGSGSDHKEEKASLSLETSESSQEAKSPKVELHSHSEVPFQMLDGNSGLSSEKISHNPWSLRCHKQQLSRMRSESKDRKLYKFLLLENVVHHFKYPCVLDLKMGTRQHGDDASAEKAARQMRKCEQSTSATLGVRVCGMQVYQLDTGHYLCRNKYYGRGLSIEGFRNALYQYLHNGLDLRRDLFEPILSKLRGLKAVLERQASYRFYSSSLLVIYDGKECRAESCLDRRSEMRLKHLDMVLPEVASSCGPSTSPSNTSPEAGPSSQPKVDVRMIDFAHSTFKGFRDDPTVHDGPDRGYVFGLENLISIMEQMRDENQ
#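 ADP-Glo luminescence measures ADP made by human IP6K1 during a 2 h RT reaction with ATP/IP6 (mix at 1.3 mM/130 uM); top library doses 57.5 and 19.1 uM final.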
# The depositor's hits bear a star; i = inactive; ? = inconclusive; nt = not tested or not shown; [ ] = remark or other dose. Unless noted, calls follow the shape of the dose curve; as a rule, active = well fitted curve in the direction sought with a large enough effect; inconclusive = small, poorly fitted or top-dose-only effect, or another doubt; inactive = no such curve, though single readings can be large; an effect the other way counts as inactive or inconclusive. Unless noted, % is scaled to controls: 0 for no effect and ±100 for the full control effect. The list is partial (hit frequency here may not be typical).
# Results follow in this order: SNCA viab count | SNCA expr inh | NIH3T3 tox | GPT2 inhibitor | FLuc inh | HEK293 tox | IP6K1 inhibitor
COc1cc(NC(=O)CSc2nc3nc(C)c(Cc4ccccc4)c(C)n3n2)cc(OC)c1
 : 7% | -12% | nt | nt | nt | nt | 35
COc1ccc2c(c1)c(=O)c(S(=O)(=O)c1ccc(Cl)cc1)cn2Cc1cc(C)ccc1C
 : 11% | -10% | nt | nt | nt | nt | -5
CC(C)(CC(=O)O)CC(=O)N[C@H]1C[C@H]2C(=O)Nc3ccc(/C=C/c4ccccc4)cc3C(=O)N2C1
 : 6% | 0% | i | i | -13% | -5% | -14
CN(C)Cc1ccc(-c2cc3c(ccn3Cc3ccncc3)c(N3CCOCC3)n2)cc1
 : -22%[87.6 µM] | -9%[87.6 µM] | ? | i | -11%[172 µM] | 100µM* | -12
Cc1c(Cl)cccc1NC(=O)COCc1cc(-c2ccc3c(c2)OCO3)on1
 : 5% | -13% | nt | nt | nt | nt | -2
O=C(Cn1cnc2c(nc3n2CCCCC3)c1=O)Nc1ccc(F)c(Cl)c1
 : 2% | 15% | nt | nt | nt | nt | -10
CN(C)c1ccc(CN2CCC3(CC2)NC(=O)c2ccccc2O3)cc1
 : 3%[87.6 µM] | -15%[87.6 µM] | 3%[138 µM] | i | 4%[172 µM] | 5%[172 µM] | -6
Cc1cccc(CN2CCNc3cnc(-c4ccccc4)cc3C2)c1
 : -8%[87.6 µM] | -22%[87.6 µM] | ? | i | 5%[172 µM] | ? | -19
Cc1cccc(O[C@H]2COCCN(c3nc4ccccc4o3)C2)n1
 : 2%[87.6 µM] | 10%[87.6 µM] | -16%[138 µM] | i | -2%[172 µM] | ? | -3
COc1ccc(F)c(CN2CCCC(O)(CN3CCCCC3)C2=O)c1 (configuration not stated)
 : -5% | 1% | 0% | i | 0% | i | -4
Cc1ncc(NC(=O)c2ccc(CN3CCN(C)CC3)c(C(F)(F)F)c2)cc1Nc1nccc(-c2cccnc2)n1
 : -14% | nt | nt | i | nt | nt | 2
O=C1NC2(CCN(C(=O)Cc3ccccc3)CC2)Oc2ccccc21
 : -3%[87.6 µM] | 16%[87.6 µM] | -12%[138 µM] | ? | 8%[172 µM] | -10%[172 µM] | 1
O=C(Nc1ccc(Cl)cc1)N1CCC2(CC1)CC(=O)N(c1ccccc1)c1ccccc1O2
 : -10% | -7% | ? | 0% | -4% | ? | -6
CCN1C(=O)c2ccccc2S(=O)c2ccc(C(=O)N3CCN(c4ccccc4OC)CC3)cc21 (configuration not stated)
 : -4% | -10% | nt | nt | nt | nt | 9
CCOC(=O)C1=C(CN2CCN(c3ccc(Cl)cc3)CC2)NC(=O)NC1c1ccc(F)cc1 (configuration not stated)
 : -17% | ? | nt | nt | nt | nt | -15
O=C1NC2(CCN(C(=O)c3ccc(Cl)cc3)CC2)Oc2ccccc21
 : 5% | -12% | -25% | 1% | nt | -13% | -24
CN(C)C(=O)c1n[nH]c2c1CN(S(=O)(=O)c1ccccc1)CC2
 : -10% | 6% | -10% | i | -5% | -1% | 20
COC(=O)c1ccccc1NC(=O)c1c(NC(=O)c2ccco2)sc2c1CCC(C(C)(C)C)C2 (configuration not stated)
 : 17% | ? | nt | nt | nt | nt | -11
CC(C)(C)c1ccc(-c2nc(C3CC(=O)N(c4ccc(F)cc4)C3)no2)cc1 (configuration not stated)
 : 3% | 37%[activator] | -5% | i | 6% | 1% | -14
Cn1ncc2c(C(=O)NCc3ccc(F)c(F)c3)cc(-c3cccc(F)c3)nc21
 : nt | nt | ? | nt | nt | 40µM* | 9

# Continuation.
canonical_smiles	SNCA viab count	SNCA expr inh	NIH3T3 tox	GPT2 inhibitor	FLuc inh	HEK293 tox	IP6K1 inhibitor
CC(C)N(C)C(=O)CN1C(=O)C2(CCNCC2)Nc2ccccc21	-3%	-7%	-1%	i	-3%	-7%	-11
Cc1cc(C)c(/C=C/c2onc(C)c2S(=O)(=O)N2CCC(C(=O)Nc3ccc(Cl)cc3C)CC2)c(C)c1	4%	-15%	nt	nt	nt	nt	4
COc1ccc(-c2noc(N(C)Cc3ccccc3)n2)cc1OC	-5%	245%[activator]	?	?	?	?	11
O=C(Nc1ccccc1C(F)(F)F)N1CCC2(CC1)Oc1ccccc1C(=O)N2Cc1ccccc1F	-4%	-5%	nt	nt	nt	nt	-10
CCOC(=O)c1ccc(NC(=O)CN2C(=O)C(C)(C)c3ccccc32)cc1	5%	23%	nt	nt	nt	nt	-6
CCN(C(=O)Cn1cccc1-c1nc(-c2ccccc2)no1)c1cccc(C)c1	-8%	-25%	?	4%	-10%	?	-3
COc1ccc2c(c1)nc1n2[C@@H](CNS(=O)(=O)c2ccc(C#N)cc2)COC1	4%[87.6 µM]	-4%[87.6 µM]	-17%[138 µM]	-3%[88.5 µM]	-5%[172 µM]	-16%[172 µM]	-12
CN(C)CC(=O)Nc1ccc(C(=O)N2CCCC3(CCNC3)C2)cc1 (configuration not stated)	19%	7%	i	-9%	-1%	i	0
O=C(Cn1ccn2nc3c(c2c1=O)CCCC3)Nc1ccc2c(c1)OCO2	3%	?	-9%	-4%	-1%	-17%	1
CCn1cc(C(=O)NCCCOC(C)C)c(=O)c2cc(S(=O)(=O)N(C)C3CCCCC3)ccc21	?	?	nt	nt	nt	nt	12
O=C(Nc1nc2ccc(F)cc2s1)c1nc(SCc2ccccc2F)ncc1Cl	5%	-9%	nt	nt	nt	nt	-7
COc1cncc(-c2nc(-c3c(C)noc3C)cc3c2cc(C)n3CCN(C)C)c1	-27%[87.6 µM]	25%[87.6 µM]	22µM*	i	13%[172 µM]	89µM*	-18
O=C(c1cc(F)ccc1F)N1CCCC(n2cc(-c3nc(-c4ccccc4)no3)nn2)C1 (configuration not stated)	-11%	31%[activator]	?	-5%	?	40µM*	6
CCn1ncc(NC(=O)Cn2cc(-c3ncnc4ccsc34)cn2)n1	14%	-2%	-10%	4%	-3%	-27%	-2
CC1CCN(c2oc(-c3cccs3)nc2S(=O)(=O)c2ccc(Cl)cc2)CC1	-15%	-24%	nt	nt	nt	nt	-16

# (continued)
canonical_smiles	SNCA viab count	SNCA expr inh	NIH3T3 tox	GPT2 inhibitor	FLuc inh	HEK293 tox	IP6K1 inhibitor
O=C1c2c(nc(CNC3CCOCC3)n2Cc2ccccc2)NCCN1CC1CC1	0%[87.6 µM]	33%[activator][87.6 µM]	i	2%[88.5 µM]	-3%[172 µM]	?	-14
Cc1oc(-c2ccc(Cl)cc2)nc1CSc1nc2ncccc2[nH]1	16%	32%[activator]	nt	nt	nt	nt	0
CC(=O)Nc1ccc(S(=O)(=O)Nc2ccc3c(c2)n(C)c(=O)n3C)c(C)c1	3%	34%[activator]	nt	nt	nt	nt	-9
COCCNC(=O)N1CCC2(CC1)CN(C)CC2COC (configuration not stated)	15%	-15%	-8%	1%	-2%	-7%	27
CCCCNC(=O)Cn1nc(N2CCN(c3ccccc3OC)CC2)ccc1=O	2%	-5%	nt	nt	nt	nt	12
O=C(COc1ccc(F)cc1)N1CCCN(C(=O)C2CC2)c2ccccc21	-6%	-14%	-28%	-6%	-3%	-25%	-7
CC(C)CN(CC(C)C)C(=O)CC1C(=O)NCCN1Cc1cccs1 (configuration not stated)	-2%	-11%	-2%	-2%	0%	?	10
Cc1ccc(Cl)cc1NC(=O)C(NS(=O)(=O)c1ccc2c(c1)CCC(=O)N2)c1ccccc1 (configuration not stated)	0%	4%	nt	nt	nt	nt	-2
O=C(CCC1CCN(c2cc(NC3CC3)ncn2)CC1)NCc1cc(F)cc(F)c1	10%	4.5µM*	?	i	?	?	12
CCC(C(=O)NCc1cc2c(cc1OC)CCC2)n1cccn1 (configuration not stated)	-5%	-21%	-18%	-4%	3%	-28%	13
O=C(Nc1cc(F)cc(F)c1)N1CC(c2nnc(-c3ccncc3)o2)C2(CCOCC2)C1 (configuration not stated)	3%	-27%	-8%	i	1%	-10%	17
COc1ccc(CCC(=O)N2CCC3(CC2)CC(Cc2nc(-c4cccnc4)no2)CCO3)cc1 (configuration not stated)	-2%	-17%	?	i	6%	?	9
COc1cc(CN(CC2CCCO2)C(=O)c2ccc(F)cc2)cc(OC)c1OC (configuration not stated)	0%	30%[activator]	nt	nt	nt	nt	-15
COc1ccc2c(c1)C(C(=O)N1CCN(c3ccc4oc(C(=O)O)cc4c3Cl)CC1)=CC(C)(C)O2	nt	nt	?	nt	nt	-12%	-4
Cc1ccc(-n2c(=O)c3c(C)c(C)sc3n(CC(=O)c3ccc(Cl)cc3)c2=O)cc1C	-13%	?	nt	nt	nt	nt	20
CC12CN3CC(c4ccccc4)(CN(C1)C3c1ccc(O)cc1)C2=O (configuration not stated)	-4%	26%	nt	nt	nt	nt	6
COc1ccc(CNC(=O)C2(c3ccc(NS(C)(=O)=O)cc3)CCCCC2)cc1	1%	2%	?	-18%	-3%	?	22
